M4 antag: human M4 muscarinic receptor antagonists, primary screen, CHO cells, Fluo-8 calcium fluorescence; Muscarinic acetylcholine receptor M4 (Homo sapiens), P08173; CHO-hM4 cells, ACh EC80; inhibition, % at 3 µM; actives 0.73% (n = 360,000); AID 624125, 2012;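 active = inhibition above its plate's cutoff, the mean inhibition of sample wells plus 3 SD, cut at about 27% in these data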;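 note: 0% = acetylcholine EC80 with DMSO and 100% = DMSO without agonist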
CHRM1 antagonist: human M1 muscarinic receptor antagonists, primary screen, CHO-K1 cells, Fluo-8 calcium fluorescence, 1536-well | actives 1.3% (n = 360,000) | inhibition, % at 3 µM | CHO-K1 hM1, ACh EC80 antagonist | AID 588852, 2011;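 active = percent inhibition above its own plate's cutoff, namely the mean of that plate's compound wells plus 3 SD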;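 note: peak over basal fluorescence ratio during 140 s after agonist addition; 0% = ACh EC80 plus DMSO and 100% = DMSO alone without agonist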
CHRM5 antagonist: human M5 muscarinic receptor antagonists, primary screen, CHO cells, Fluo-8 calcium fluorescence. CHO-hM5 cells, ACh EC80. inhibition, % at 3 µM. actives 0.59% (n = 360,000). AID 624040, 2012;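 active = inhibition above a per-plate cutoff, the mean of that plate's test compounds plus 3 SD, cut at about 27% in these data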;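 note: 0% = acetylcholine EC80 with DMSO and 100% = DMSO without agonist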
Target sequence (P08912 whole entry, looked up): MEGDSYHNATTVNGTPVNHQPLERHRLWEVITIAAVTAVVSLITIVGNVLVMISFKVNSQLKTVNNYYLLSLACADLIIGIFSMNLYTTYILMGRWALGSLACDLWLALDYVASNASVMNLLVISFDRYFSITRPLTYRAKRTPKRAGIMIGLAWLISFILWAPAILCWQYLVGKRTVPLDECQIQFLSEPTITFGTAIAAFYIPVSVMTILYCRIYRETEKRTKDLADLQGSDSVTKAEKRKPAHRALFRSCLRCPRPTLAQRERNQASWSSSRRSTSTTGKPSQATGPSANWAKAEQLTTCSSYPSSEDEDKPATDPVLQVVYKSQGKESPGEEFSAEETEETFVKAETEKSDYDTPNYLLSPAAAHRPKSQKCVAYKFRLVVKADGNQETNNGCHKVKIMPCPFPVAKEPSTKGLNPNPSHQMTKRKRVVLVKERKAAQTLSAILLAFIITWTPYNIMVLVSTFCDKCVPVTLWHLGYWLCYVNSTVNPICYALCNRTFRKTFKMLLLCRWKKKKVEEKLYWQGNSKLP
CHRM5 PAM: human M5 muscarinic receptor positive allosteric modulators, primary screen, CHO-K1 cells, Fluo-8 calcium fluorescence; activation, % at 3 µM; CHO-K1 hM5, ACh EC20 PAM; 0% = ACh EC20, 100% = ACh EC100; actives 0.3% (n = 360,000);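 active = activation above the run cutoff, the mean activation of all test compounds plus 3 SD, cut at about 18% in these data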
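System: CHO-K1 hM5 cells. Reagent: acetylcholine, EC20 level. Compound dosing: single dose, 3 µM nominal final test concentration. Timing: Post-acetylcholine fluorescence recording 140 s. Detection: Fluo-8 calcium fluorescence. Read-out: % activation, ACh-normalized. Benchmarks: ACh EC20 and EC100 wells. Repeats: singlicate, one well per test compound.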
CHRM4 agonist: human M4 muscarinic receptor agonists, primary screen, CHO-K1 cells, Fluo-8 calcium fluorescence | Muscarinic acetylcholine receptor M4 (Homo sapiens), P08173 | CHO-K1 hM4/Gqi5; vehicle 0%, full acetylcholine response 100% | activation, % at 3 µM | actives 0.14% (n = 360,000);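 active = activation above the run mean over all test wells plus 3 SD, cut at about 32% in these data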;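 note: peak over basal fluorescence ratio per well then scaled between controls; 0% = DMSO wells and 100% = acetylcholine at EC100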
CHRM1 PAM: human M1 muscarinic receptor positive allosteric modulators, primary screen, CHO-K1 cells, Fluo-8 calcium fluorescence, 1536-well. AID 588819, 2011. actives 0.088% (n = 360,000). activation, % at 3 µM. Muscarinic acetylcholine receptor M1 (Homo sapiens), P11229. CHO-K1 hM1, ACh EC20; 0% = ACh EC20, 100% = maximal ACh; in the data active = activation above about 19%, passing the limit was not always enough
TAAR1 agonist: human TAAR1 agonists, primary screen, Fluo-8 calcium fluorescence, CHO RD-HGA16 cells | Trace amine-associated receptor 1 (Homo sapiens), Q96RJ0 | actives 0.99% (n = 360,000) | vehicle wells 0%, saturating PEA agonist 100% | activation, % at 3 µM;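 active = activation above the mean activation of all test compounds in the run plus 3 SD, cut at about 38% in these data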
Target sequence (Q96RJ0 whole entry, looked up): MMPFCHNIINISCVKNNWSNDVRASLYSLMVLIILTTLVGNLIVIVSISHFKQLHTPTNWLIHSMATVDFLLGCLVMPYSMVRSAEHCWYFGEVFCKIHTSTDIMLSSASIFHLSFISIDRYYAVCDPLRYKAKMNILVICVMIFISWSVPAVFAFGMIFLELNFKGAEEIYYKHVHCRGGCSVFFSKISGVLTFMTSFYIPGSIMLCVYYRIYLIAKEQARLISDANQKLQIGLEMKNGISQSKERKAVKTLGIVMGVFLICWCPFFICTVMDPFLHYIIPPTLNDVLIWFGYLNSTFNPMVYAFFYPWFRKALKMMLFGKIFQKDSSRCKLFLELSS
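Repeats: no replicates (n 1) | Material: CHO-derived RD-HGA16 cells with stable Gα16 and human TAAR1 | Technique: Kinetic Fluo-8 calcium fluorescence | Schedule: 17-24 h seeding, 75 min 37 °C dye, 30 min RT | Evaluation: % activation from peak over basal fluorescence ratio, DMSO-to-PEA scaled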
CHRM5 agonist: human M5 muscarinic receptor agonists, primary screen, CHO-K1 cells, Fluo-8 calcium fluorescence; Muscarinic acetylcholine receptor M5 (Homo sapiens), P08912; CHO-K1 hM5 cells; 0% DMSO wells, 100% maximal acetylcholine response; activation, % at 3 µM; actives 0.19% (n = 360,000); AID 624037, 2012;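 active = activation above the run's mean over test compounds plus 3 SD, cut at about 23% in these data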;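 note: signal is peak over basal fluorescence ratio across the kinetic read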
CHRM1 agonist: human M1 muscarinic receptor agonists, primary screen, Fluo-8 calcium fluorescence, CHO-K1 cells, HTS; Muscarinic acetylcholine receptor M1 (Homo sapiens), P11229; CHO-K1 hM1, agonist mode; 0% DMSO, 100% acetylcholine EC100; activation, % at 3 µM; actives 0.33% (n = 360,000);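 active = activation above the run's mean compound activation plus 3 SD, cut at about 16% in these data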;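 note: peak over basal fluorescence ratio within a 140 s kinetic read after compound addition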
* hit, by the source's call; nt = not tested or not shown. Only part of the results is shown (hit frequency here may not be typical).

structure	M4 antag	CHRM1 antagonist	CHRM5 antagonist	CHRM5 PAM	CHRM4 agonist	CHRM1 PAM	TAAR1 agonist	CHRM5 agonist	CHRM1 agonist
O=C(Cc1ccsc1)Nc1ccc(S(=O)(=O)C(F)F)cc1	6	-6	12	-7	2	5	2	-4	3
Cc1ccc(O)c(-c2cc(-c3ccccc3[N+](=O)[O-])[nH]n2)c1	-4	6	0	-5	9	-4	9	2	-4
O=C(Nc1ccccc1Cl)c1cc(C2CCCCN2C(=O)c2cccs2)on1 (stereo unspecified)	-22	-19	-14	2	2	5	4	-2	-6
COc1ccc(N2CCN(CCCNC(=O)Cn3c(=O)c4cccn4c4ccccc43)CC2)cc1	-3	-3	7	3	1	-1	2	-4	-3
C=CCNC(=S)/N=c1/ccccn1CCC	-4	-3	9	-11	11	2	18	-2	-5
Cc1cccn2c(=O)c(/C=N/O)c(N3CCCCC3)nc12	-7	-37	0	-2	0	10	nt	2	-6
Cc1c(C(=O)Nc2ccc(Br)cc2)cnn1C	2	-4	-2	-1	1	4	1	-1	-4
COc1ccc(S(=O)(=O)N2CCN=C2SCc2cccc(F)c2)cc1	-1	8	-2	6	0	-4	0	-6	-4
COc1ccccc1NC(=O)CSc1nc(=O)n(Cc2ccncc2)c2c1CCCC2	-5	-18	-2	4	2	11	0	-5	-8
CC(C)(C)c1ccc(C2C(C(=O)c3ccco3)=C(O)C(=O)N2CC2CCCO2)cc1 (stereo unspecified)	2	-7	1	5	1	9	4	-3	-2
O=C(CCCl)Nc1ccc(S(=O)(=O)NCc2ccco2)cc1	2	-4	5	-2	1	2	0	-3	-1
COc1ccccc1-n1c(C)c(C(C)=O)c2cc(O)ccc21	0	-23	0	0	4	16	6	4	7
Cn1c(=O)c(C(=O)Nc2ccccn2)c(O)c2ccccc21	0	-3	3	-6	1	4	-1	0	-3
COc1ccc(C(=O)Nc2ccc3ccccc3c2)cc1OC	-3	-14	11	-7	13	8	33	-4	-2
Cc1nn(C(=O)c2cccnc2)c(C)c1C	10	0	6	0	0	6	-1	-2	-6
COc1ccccc1NC(=O)c1cc(C(=O)Nc2ccccc2OC)cc(N2C(=O)CCC2=O)c1	3	-1	4	-3	3	-2	4	0	-2
Cc1c(OC(C)C(=O)N2C[C@H]3C[C@@H](C2)c2cccc(=O)n2C3)ccc2c3c(c(=O)oc12)CCC3 (stereo partly specified)	5	-12	4	-6	1	7	0	3	-13
COc1cc(C(=O)Nc2cccc3ncccc23)cc(OC)c1OC	-8	-27	-1	2	1	12	2	-1	0
Cc1ccc(OCC(=O)Nc2cccc(S(=O)(=O)N3CCCCCC3)c2)c([N+](=O)[O-])n1	3	4	7	-10	13	-6	7	-4	-2
CCOC(=O)[C@@H]1[C@H]2COc3cc(OC)ccc3[C@H]2N2C(=O)N(c3ccc(OC)cc3)C(=O)[C@]12C	2	-4	5	1	1	7	6	1	-1
CCCCOCCCNC(=O)C[C@@H]1C[C@@]2(C(=O)OCC)CCC=C2N(Cc2ccc3c(c2)OCO3)C1=O	-8	nt	-7	-3	1	nt	2	-3	nt
Cc1cc(CSC(=N)N)c(CSC(=N)N)cc1C	0	2	1	-15	10	6	0	-7	-6
COc1ccc(NC(=O)C2CC(=O)N(C)C(=Nc3ccc4c(c3)OCO4)S2)cc1 (stereo unspecified)	4	9	10	-9	9	-4	12	4	1
Cc1ccc2nc(NC(=O)CSc3ncnc4c3oc3ccccc34)sc2c1	-6	-22	5	-1	-1	13	0	-1	-1
COCCn1c(=S)[nH]c2ncccc2c1=O	-3	-18	3	1	2	11	2	0	-3
CS(=O)(=O)Nc1ccccc1C(=O)NC1CC2CCC1C2 (stereo unspecified)	7	2	0	-1	0	3	9	2	-3
O=C(Nc1sc2c(c1C(=O)O)CCCC2)c1cccs1	-12	-7	4	-2	-3	10	0	-4	-7
Cc1ccsc1C(=O)NCC(C)(C)N1CCOCC1	1	-3	-10	22*	0	10	1	-8	-4
CC1CCC(NC(=O)COC(=O)CNC(=O)c2ccc3ccccc3c2)CC1 (stereo unspecified)	6	0	13	-6	3	1	2	-2	-5
Cn1cc(Cl)c(C(=O)N(Cc2ccccc2)c2ccccn2)n1	-10	-9	-2	-4	0	5	2	1	-2
CCCCN1C(=O)C(CC(=O)NCCCCc2ccccc2)CC(C(=O)N(C)C)=C1C (stereo unspecified)	-7	-9	-2	0	1	3	0	0	-3
Cc1cccc(N(C)C(=O)c2cnn(-c3ccccc3)c2C)c1	2	-19	-1	3	1	12	4	0	-10
CN(c1ccc(C(=O)NCc2cccnc2)cc1)S(=O)(=O)c1ccc(Cl)cc1	3	-6	3	3	4	2	3	-4	-5
C=CCN(CC(=O)NCc1ccc(F)cc1)C(=O)c1csnn1	-2	-15	-4	5	1	12	1	-2	-3
O=C(OC1CCCCC1=O)c1cccc(S(=O)(=O)N2CCCCC2)c1 (stereo unspecified)	-12	-18	3	-4	5	7	1	5	-2
COc1cc(C2C(C#N)=C(N)Oc3cc4c(cc32)OCO4)cc(OC)c1OC (stereo unspecified)	11	6	5	-8	2	-1	2	-1	-2
C=Cn1ccnc1CC(O)c1ccc(OC)cc1 (stereo unspecified)	11	-11	9	-3	1	15	2	-1	1
CC(C)(C)C(=O)CN1C2=NCCN2c2ccccc21	-7	-11	-15	7	0	14	11	-4	-11
S=C(c1ccc[nH]1)N1CCOCC1	-6	-6	-3	3	0	12	1	-3	-6
Fc1ccccc1-c1cc2ccccc2cn1	-9	8	8	2	0	-6	2	-6	-9

Record cards (already shown):
Entry for S=C(c1ccc[nH]1)N1CCOCC1 → M4 antag = -6; CHRM1 antagonist = -6; CHRM5 antagonist = -3; CHRM5 PAM = 3; CHRM4 agonist = 0; CHRM1 PAM = 12; TAAR1 agonist = 1; CHRM5 agonist = -3; CHRM1 agonist = -6
Entry for Cc1ccsc1C(=O)NCC(C)(C)N1CCOCC1 → M4 antag = 1; CHRM1 antagonist = -3; CHRM5 antagonist = -10; CHRM5 PAM = 22*; CHRM4 agonist = 0; CHRM1 PAM = 10; TAAR1 agonist = 1; CHRM5 agonist = -8; CHRM1 agonist = -4

(continued)
structure	M4 antag	CHRM1 antagonist	CHRM5 antagonist	CHRM5 PAM	CHRM4 agonist	CHRM1 PAM	TAAR1 agonist	CHRM5 agonist	CHRM1 agonist
Nc1ccc2nn(-c3cccc4ccccc34)nc2c1	-5	-10	4	-1	1	9	1	-3	-3
Cc1ccc(S(=O)(=O)N(C)c2ccc3c(c2)C(=O)c2ccccc2-3)cc1	6	4	-10	4	4	-7	5	1	-4
O[Si](CCCN1CCCCC1)(c1ccc(F)cc1)C1CCCCC1 (stereo unspecified)	90*	97*	74*	-18	5	-26	9	1	-6
O=C(OCc1ccc([N+](=O)[O-])cc1)c1cc([N+](=O)[O-])ccc1N1CCOCC1	-4	-4	3	-6	5	3	1	1	-4
Cc1ccc(-n2c(SCC(=O)N3CCCc4ccccc43)nnc2-c2cccnc2)c(C)c1	12	3	2	1	0	-6	1	-9	-13
Cn1c(=O)c(C(=O)CN2CC(=O)Nc3ccccc32)c(N)n(Cc2ccccc2)c1=O	2	-6	6	2	0	2	0	0	-5
O=C(COC(=O)c1cccs1)NCc1ccc2c(c1)OCO2	-7	-41	-13	2	4	16	2	-6	7
COc1ccc(C(=O)NNC(=O)CSc2nnc3ccccn23)cc1OC	2	2	14	9	0	-2	0	3	0
CCN(CC)CCNc1ccc(CO)c2oc3ccccc3c(=O)c12	-6	1	0	-4	0	-2	1	-1	-5
Cn1nnc2c(sc3nc(N4CCOCC4)c4c(c32)CCCC4)c1=O	2	0	2	-8	0	3	nt	-4	-3
O=C(CSc1nncc2ccccc12)Nc1ccc(F)cc1	3	-4	9	-5	5	10	2	-2	0
COC(C[C@H]1O[C@H]1[C@@H](O)[C@H](C)OCc1ccccc1)OC	-9	1	-3	9	1	4	14	3	-2
COc1cccc(S(=O)(=O)NCc2ccc(C(=O)Nc3ccc(Cl)c(Cl)c3)cc2)c1	7	10	-5	-5	4	-6	8	-3	-3
COc1ccc(CC(=O)Nc2c3c(nn2-c2cccc(Cl)c2)CS(=O)(=O)C3)cc1	-2	10	1	2	1	1	3	1	-6
CCc1ccccc1NC(=O)Nc1cccn(Cc2ccccc2F)c1=O	10	-17	4	-2	0	9	5	0	-1
O=C(/C=C/c1cccc(Cl)c1)NCc1cccs1	-1	-14	2	-3	-1	9	-1	-3	-7
CC(=O)c1cc2c(O)c(O)ccc2o1	-5	-2	0	3	1	4	15	-1	-2
CCCCCCCN(c1ccccc1)[C@@H]1C[C@H]2CCCC(=O)N3CC[C@@H](C1)[C@@H]23	2	9	9	-2	0	-12	18	-5	-10
COc1ccc(Br)cc1CNC(=O)CN1C(=O)C(c2ccccc2)Oc2cccnc21 (stereo unspecified)	3	-8	17	-5	3	2	-2	-4	-2

Assay outcomes from PubChem.
